Compound activity (PubChem BioAssay)
Mtb UGM inh: M. tuberculosis UGM enzyme inhibitors, primary screen, biochemical, fluorescence polarization, single point. UDP-galactopyranose mutase (Mycobacterium tuberculosis (strain ATCC 25618 / H37Rv)), …. purified UGM, fluorescence polarization probe displacement. inhibition, % at 10 µM. hit rate 0.06% among 320,000; in the data active = inhibition above about 10%, passing the limit was not always enough; inconclusive = no clear call, values can overlap the other calls
Target sequence (P9WIQ1 whole entry, looked up): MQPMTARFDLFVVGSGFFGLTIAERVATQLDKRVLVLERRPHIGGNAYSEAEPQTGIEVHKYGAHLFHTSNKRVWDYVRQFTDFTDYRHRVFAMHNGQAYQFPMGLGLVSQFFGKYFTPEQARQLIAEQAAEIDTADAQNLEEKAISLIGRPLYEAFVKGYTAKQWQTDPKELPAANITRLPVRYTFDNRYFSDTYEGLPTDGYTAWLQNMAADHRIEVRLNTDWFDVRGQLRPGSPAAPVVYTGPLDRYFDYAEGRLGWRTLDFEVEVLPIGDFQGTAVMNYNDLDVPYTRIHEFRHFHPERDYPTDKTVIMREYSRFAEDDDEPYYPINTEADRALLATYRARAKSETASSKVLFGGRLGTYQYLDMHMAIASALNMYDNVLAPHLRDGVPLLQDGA
FadD28 FP inh: inhibitors of FadD28 bisubstrate probe binding, primary screen, biochemical, fluorescence polarization, single point; Mycobacterium tuberculosis FadD28 fatty-acid-AMP ligase; AID 588549, 2011; hit rate 0.22% among 360,000; inhibition, % at 12.5 µM; in the data active = inhibition above about 8.5%, passing the limit was not always enough; inconclusive = no clear call, values can overlap the other calls
BoNT-F LC inh: BoNT/F light chain protease inhibitors, primary screen, biochemical, flow cytometry, MLPCN library. inhibition, % at 10 µM. hit rate 0.22% among 360,000. AID 588497, 2011. Multiplex microsphere protease cleavage assay; in the data active = inhibition above about 35%, passing the limit was not always enough; inconclusive = no clear call, values can overlap the other calls; note: plate controls were buffer without enzyme for full effect and enzyme alone for no effect
Mtb BioA inh: M. tuberculosis BioA enzyme inhibitors, primary screen, biochemical, plate reader, single point, HTS; 7,8-diaminopelargonic acid synthase BioA (Mycobacterium tuberculosis); AID 602481, 2012; hit rate 0.096% among 360,000; inhibition, % at 9.99 µM; purified M. tuberculosis BioA enzyme; in the data active = inhibition above about 40%; inconclusive = no clear call, values can overlap the other calls
VHR inh abs: VHR1 phosphatase inhibitors, primary screen, biochemical, absorbance, uHTS | Dual specificity protein phosphatase 3 (Homo sapiens), P51452 | recombinant VHR phosphatase, pNPP absorbance | inhibition, % at 13.3 µM | hit rate 0.52% among 290,000; in the data active = inhibition above about 50%; note: some compounds called inactive have numbers as strong as hits
Target sequence (P51452 whole entry, looked up): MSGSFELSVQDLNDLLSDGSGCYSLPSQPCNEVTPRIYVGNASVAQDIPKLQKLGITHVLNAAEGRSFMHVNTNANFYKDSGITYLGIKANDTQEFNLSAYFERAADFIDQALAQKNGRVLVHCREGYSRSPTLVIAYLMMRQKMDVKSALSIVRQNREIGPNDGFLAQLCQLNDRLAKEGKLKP
Rv3671c protease: Rv3671c serine protease inhibitors, primary screen, biochemical, fluorescence polarization, M. tuberculosis H37Rv | hit rate 0.048% among 320,000 | inhibition, % at 5.96 µM | AID 2606, 2010 | P9WHR9; in the data active = inhibition above about 38%;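 note: extracellular domain of Rv3671c used as enzyme; 0% = enzyme with DMSO and 100% = no enzyme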
MazF activator: activators of E. coli MazEF toxin-antitoxin RNase, primary screen, biochemical, fluorescence, uHTS; AID 504720, 2011; FAM/BHQ RNA-DNA oligo cleavage fluorescence, 5 h; activation, % at 20 µM; Endoribonuclease toxin MazF (Escherichia coli (strain K12)), P0AE70; hit rate 0.32% among 350,000; in the data active = activation above about 50%
Target sequence (P0AE70 whole entry, looked up): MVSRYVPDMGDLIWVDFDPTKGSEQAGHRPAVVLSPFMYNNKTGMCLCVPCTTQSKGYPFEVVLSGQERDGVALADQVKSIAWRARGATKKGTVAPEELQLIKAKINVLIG
Mtb FBA inh: Mtb FBA enzyme inhibitors, primary screen, biochemical, fluorescence, strain H37Rv | Fructose-bisphosphate aldolase (Mycobacterium tuberculosis (strain ATCC 25618 / H37Rv)), … | purified M. tuberculosis FBA, fluorescence read-out | inhibition, % at 1 µM | hit rate 2.3% among 360,000 | AID 588726, 2011; in the data active = inhibition above about 27%;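 note: 0% = vehicle and 100% = reference inhibitor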
Target sequence (P9WQA3 whole entry, looked up): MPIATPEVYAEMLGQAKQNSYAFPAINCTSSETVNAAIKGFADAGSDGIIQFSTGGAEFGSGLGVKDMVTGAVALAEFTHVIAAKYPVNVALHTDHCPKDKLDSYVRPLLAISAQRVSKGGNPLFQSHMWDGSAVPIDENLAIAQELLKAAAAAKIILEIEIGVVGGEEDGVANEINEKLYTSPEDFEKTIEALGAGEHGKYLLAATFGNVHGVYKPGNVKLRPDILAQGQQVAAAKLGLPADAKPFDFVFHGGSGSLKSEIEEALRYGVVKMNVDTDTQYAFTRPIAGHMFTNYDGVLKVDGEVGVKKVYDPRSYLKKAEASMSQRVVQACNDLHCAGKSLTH
GDH-TPI counter: GDH-TPI coupling enzyme inhibitors, primary screen, artefact control for M. tuberculosis FBA inhibitor project, biochemical, absorbance, full deck; hit rate 1.2% among 360,000; GDH-TPI coupled enzyme counterscreen, NADH absorbance; inhibition, % at 4.8 µM; AID 588335, 2011;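 note: 0% = DMSO wells and 100% = wells lacking the enzyme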
CCHFV vOTU inh: CCHFV vOTU protease inhibitors, primary screen, biochemical, Pep-AMC substrate, fluorescence. Crimean-Congo hemorrhagic fever virus L polyprotein viral ovarian tumor (vOTU) protease …. hit rate 0.55% among 370,000. inhibition, % at 11.5 µM; note: 0% = vehicle wells with enzyme and 100% = no enzyme wells
* marks the source's active call; other numbers are inactive results; u = inconclusive; x = not tested or not shown; & = joins results of further samples. Cut-off read from the data, not from the text of the source, unless noted: active = inhibition above about 30%; inactive = the rest.

Values in the order – BoNT-F LC inh	MazF activator	GDH-TPI counter	Mtb BioA inh	Mtb UGM inh	VHR inh abs	CCHFV vOTU inh	Mtb FBA inh	FadD28 FP inh	Rv3671c protease
> Cc1ccc(NC(=O)CN(C)C(=O)COC(=O)c2ccc(Cl)cc2O)cc1
    -7	-1	5	-2.5	-1.7	x	1	3	x	-6
> CC(C)[C@H](NS(=O)(=O)c1ccc2c(c1)OCCO2)C(=O)OCC(=O)Nc1ccccc1
    5	-10	0	0.0	-0.8	-7	16	1	-1.7	11
> COc1ccc(-c2oc3ccc(-c4ccc5c(c4)OCO5)cc3c2C#CC2(O)CCCCC2)cc1
    -2	6	54*	0.3	3.2	x	-9	45*	-1.8	-46
> COCCn1c(C2CCCCC2)nc2sc3ccccc3c(=O)c2c1=O
    3	3	-2	-0.4	-5.0	25	-1	-2	-1.5	8
> COc1ccccc1NC(=O)C(C)OC(=O)COc1cccc2c1OC(C)(C)C2 (stereo not drawn)
    4	4	13	-1.2	2.5	x	-5	-2	-2.6	1
> CC(C)(C)NC(=O)CN(C(=O)CS(=O)CC(=O)Nc1ccc(F)cc1)c1ccccc1F (stereo not drawn)
    -1	-1	-1	x	0.0	8	-6	0	-0.6	-7
> COCCNc1nc(Oc2cccc3ccccc23)c2sccc2n1
    0	x	4	0.5	x	x	2	0	-5.5	x
> Cc1ccc(NC(=O)CCCCCCCCCCC2COCCO2)c(C)c1 (stereo not drawn)
    -18	-52	-4	x	5.0	18	-17	0	0.7	3
> Cc1c(C)c2ccc(OCC(=O)N3CCN(Cc4ccccc4)CC3)cc2oc1=O
    7	1	3	-0.4	-0.5	x	7	0	-0.9	3
> Nc1ccc(S(=O)(=O)N2CCc3ccccc32)cc1
    u	8	3	-3.6	-4.5	-12	7	-3	-3.6	-2
> Cn1nc(-c2ccccc2)cc1NC(=O)Nc1ccc(C(C)(C)C)cc1
    -4	1	3	x	2.0	4	-11	5	1.5	-21
> CC(=O)c1c(C)[nH]c(C(=O)COC(=O)CN2C(=O)C3CCCCC3C2=O)c1C (stereo not drawn)
    2	0	5	-0.1	-3.6	x	-3	-1	x	1
> O=C(N/N=C/c1cc([N+](=O)[O-])ccc1O)c1cccc2cc[nH]c12
    -1	-3	29	0.1	1.0	4	2	-5	0.9	-9
> Cc1cc(C(=O)Nc2ccc(C(=O)O)cc2)c(-c2ccccc2)o1
    -9	1	1	-0.4	0.4	40	5	2	-3.1	-5
> CCOc1ccc(NC(=O)CCn2ccnc2)cc1
    4	6	-2	0.8	2.5	-16	-7	1	1.4	2
> CC(C)C(NC(=O)c1ccco1)C(=O)OCC(=O)N1CC(=O)Nc2ccccc21 (stereo not drawn)
    -9	3	-7	-1.1	x	x	-6	0	-4.4	x
> Cc1noc(NS(=O)(=O)c2ccc(NC(=O)c3nn(-c4ccccc4)ccc3=O)cc2)c1C
    0	3	30	1.9	-0.8	6	12	0	-0.2	-4
> O=C(Cc1ccc(Cl)c(Cl)c1)N1CCOCC1
    -2	3	2	-0.9	-0.6	12	-6	2	0.0	2
> CN1CCN(CCOc2ccc(Cc3ccccc3)cc2)CC1
    -4	6	4	0.1	-1.2	-7	-12	-2	-3.4	-7
> Cc1cccc(NC(=O)CSCC(=O)Nc2sccc2C#N)c1
    -1	-9	7	0.5	0.5	x	6	-1	5.2	6
> Clc1ccc(-c2csc(-c3ccno3)n2)cc1
    u	3	13	x	0.0	-12	3	8	-0.9	2
> CCN(C(=O)COC(=O)CCCOc1ccccc1)c1c(N)n(Cc2ccccc2)c(=O)[nH]c1=O
    6	6	7	-0.1	0.8	x	-6	2	-1.9	4
> NC(=O)c1cc(N2C(=O)C3CC=CCC3C2=O)ccc1N1CCCCC1 (stereo not drawn)
    -1	-7	12	-0.1	3.6	-10	0	2	0.3	-2
> CCCn1c(N2CCN(S(=O)(=O)Cc3ccccc3)CC2)nc2ccccc21
    5	-5	6	0.3	0.4	12	4	0	0.1	10
> CCCNC(=O)C(Cc1ccc(C(F)(F)P(=O)(OCC)OCC)cc1)NC(=O)c1ccc(C#N)cc1 (stereo not drawn)
    -6	2	9	-0.4	-2.4	x	9	2	-0.5	-4
> CCn1c(SCC(=O)Nc2cc(Cl)ccc2OC)nnc1C1CC1
    -4	3	-7	12	-2.3	6	-6	-3	-2.1	1
> Cc1ccc(NC(=O)CSC2=C(C#N)C(c3ccc4c(c3)OCO4)CC(=O)N2)cc1C (stereo not drawn)
    4	-2	-1	-0.1	-1.6	27	x	0	0.0	-3
> CC1CCCC(C)N1CCCNC(=O)CN1C(=O)c2cccnc2Oc2ccc(Cl)cc21 (stereo not drawn)
    -5	5	-3	0.6	-1.1	17	-9	0	-2.6	-6
> CCC(=O)N(CCC(Cc1ccccc1)c1ccco1)Cc1ccco1 (stereo not drawn)
    -11	-7	1	-1.8	-0.6	-4	4	-2	-3.1	-4
> COc1ccc(Oc2nnc(-c3ccccc3)cc2C#N)cc1
    19	10	4	-0.9	0.4	14	-2	8	-0.5	-5

A section from the list above, as a working copy:
Values in the order – BoNT-F LC inh	MazF activator	GDH-TPI counter	Mtb BioA inh	Mtb UGM inh	VHR inh abs	CCHFV vOTU inh	Mtb FBA inh	FadD28 FP inh	Rv3671c protease
> CC(C)C(NC(=O)c1ccco1)C(=O)OCC(=O)N1CC(=O)Nc2ccccc21 (stereo not drawn)
    -9	3	-7	-1.1	x	x	-6	0	-4.4	x
> Cc1noc(NS(=O)(=O)c2ccc(NC(=O)c3nn(-c4ccccc4)ccc3=O)cc2)c1C
    0	3	30	1.9	-0.8	6	12	0	-0.2	-4
> O=C(Cc1ccc(Cl)c(Cl)c1)N1CCOCC1
    -2	3	2	-0.9	-0.6	12	-6	2	0.0	2
> CN1CCN(CCOc2ccc(Cc3ccccc3)cc2)CC1
    -4	6	4	0.1	-1.2	-7	-12	-2	-3.4	-7
> Cc1cccc(NC(=O)CSCC(=O)Nc2sccc2C#N)c1
    -1	-9	7	0.5	0.5	x	6	-1	5.2	6
> Clc1ccc(-c2csc(-c3ccno3)n2)cc1
    u	3	13	x	0.0	-12	3	8	-0.9	2
> CCN(C(=O)COC(=O)CCCOc1ccccc1)c1c(N)n(Cc2ccccc2)c(=O)[nH]c1=O
    6	6	7	-0.1	0.8	x	-6	2	-1.9	4
> NC(=O)c1cc(N2C(=O)C3CC=CCC3C2=O)ccc1N1CCCCC1 (stereo not drawn)
    -1	-7	12	-0.1	3.6	-10	0	2	0.3	-2
> CCCn1c(N2CCN(S(=O)(=O)Cc3ccccc3)CC2)nc2ccccc21
    5	-5	6	0.3	0.4	12	4	0	0.1	10
> CCCNC(=O)C(Cc1ccc(C(F)(F)P(=O)(OCC)OCC)cc1)NC(=O)c1ccc(C#N)cc1 (stereo not drawn)
    -6	2	9	-0.4	-2.4	x	9	2	-0.5	-4
> CCn1c(SCC(=O)Nc2cc(Cl)ccc2OC)nnc1C1CC1
    -4	3	-7	12	-2.3	6	-6	-3	-2.1	1

The results go on:
Values in the order – BoNT-F LC inh	MazF activator	GDH-TPI counter	Mtb BioA inh	Mtb UGM inh	VHR inh abs	CCHFV vOTU inh	Mtb FBA inh	FadD28 FP inh	Rv3671c protease
> COc1cccc(CNC(=O)COC(=O)c2cc(Br)c(Br)s2)c1
    -1	-8	9	-2.2	1.9	x	2	5	x	-17
> C[C@]12c3[nH]c4cc(-c5ccco5)ccc4c3CCN1C(=O)[C@@H](CC(=O)NCCCn1ccnc1)C[C@@H]2C(=O)N1CCOCC1
    -4	5	10	-0.3	x	x	x	28*	-0.7	x
> COC(=O)[C@H](CCSC)NC(=O)c1cc2c(cn1)[nH]c1ccccc12
    13	4	10	-1.3	0.2	27	-2	14	-4.1	-1
> CCc1nc2ccc(C(=O)NCCOc3ccc(OC)cc3)cn2c1N(C)Cc1nccn1C
    5	x	1	-0.8	x	x	6	-3	-2.3	x
> CCN(C(=O)c1cc(Cl)ccc1OC)c1ccccc1
    1	8	1	-1.0	1.4	-8	5	-1	-1.4	-4
> Cc1ccc2nc3c(nc2c1C)CCCC3
    19	5	2	-0.4	5.2	16	-13	1	0.8	2
> O=C1CC(N2CCN(C/C=C/c3ccccc3)CC2)C(=O)N1Cc1cccs1 (stereo not drawn)
    10	4	-4	-0.1	2.5	17	3	0	-3.6	0
> COc1ccc(N(C(=O)CNC(=O)c2ccco2)C(C(=O)NCC2CCCO2)c2ccccc2)cc1OC (stereo not drawn)
    4	-5	-2	-0.2	2.3	2	-11	4	0.1	6
> O=C(c1ccco1)N1CCN(c2nc(-c3ccc(F)cc3)cs2)CC1
    14	-1	7	9.7	1.0	24	7	5	1.5	5
> COC(=O)c1ccc(OCc2cc(=O)n3ccsc3n2)cc1
    27	-16	1	x	4.4	-18	-13	4	-1.4	-2
> O=S(=O)(c1cccc(F)c1)N1CCN(c2ncnc3scc(-c4ccc(F)cc4)c23)CC1
    4	-7	1	-1.0	0.7	x	-7	1	-1.5	-10
> CCOc1ccc(N(CC(=O)Nc2cccc(OC)c2)S(=O)(=O)c2c(C)noc2C)cc1
    -10	16	0	0.0	0.7	24	4	1	-2.3	-12
> COc1ccc(-n2nc(C)c3onc(C)c3c2=O)cc1
    0	7	8	2.6	-0.7	-4	6	2	0.8	1
> Cc1ccc(/C=N/NC(=O)Cn2nc(C)c(Br)c2C)o1
    -3	-10	5	-1.5	1.0	29	19	0	-0.9	3
> CN(C)c1ccc(CNC(=O)CCS(=O)(=O)c2ccc3c(c2)oc(=O)n3C)cc1
    7	6	4	0.2	-1.3	-13	-3	0	-4.3	1
> CC(=O)Nc1ccc(S(=O)(=O)N(C)CC(=O)OC(C)C(=O)N(C)C2CCCCC2)cc1 (stereo not drawn)
    -7	0	4	0.7	-1.9	-11	0	3	-0.3	-3
> CCOc1ccccc1CNc1ccc(O)cc1
    -16	12	0	x	x	12	48*	-3	1.4	x
> CCN1CCN(CCOc2ccc(Cl)cc2)CC1
    -1	-3	4	4.7	1.3	16	3	1	-1.4	-2
> C[C@H](CO)N1C[C@H](C)[C@@H](CN(C)Cc2ccc(-c3ccccc3)cc2)Oc2ncc(C#C[C@@H](C)O)cc2C1=O
    -2	12	-8	-2.3&3.9	x	x	33*	-4	-2.9	x
> CCC(=O)N(Cc1ccco1)Cc1cc2cccc(C)c2n2nnnc12
    -8	8	3	x	-0.6	11	3	-1	-1.3	7
> O=C(NCc1ccco1)C1CCN(S(=O)(=O)c2ccccc2C(F)(F)F)CC1
    10	0	-4	-1.2	0.3	x	31*	-1	-2.0	-9
> Cc1ccccc1CNC(=O)C(=O)NCC1OCCCN1S(=O)(=O)c1cccs1 (stereo not drawn)
    2	-5	6	-1.3	0.4	4	-1	3	0.0	-9
> COc1ccccc1C(OC(=O)c1ccco1)C(=O)NC(C)(C)C (stereo not drawn)
    -13	2	3	-0.5	-1.1	1	-11	0	-1.9	5
> CN(C)S(=O)(=O)c1ccc(Cl)c(C(=O)NNC(=O)Cc2nc3ccccc3n2C)c1
    x	3	0	-0.2	1.4	x	2	2	-1.6	2
